Bioassay records deposited in PubChem by several laboratories.
GSTO1 counter: inhibitors of recombinant GSTO1, primary screen, counter-screen for RBBP9 inhibitor project, biochemical, fluorescence polarization; inhibition, % at 5.96 µM; AID 1974, 2009; 1.1% of 300,000 active; Glutathione S-transferase omega-1 (Homo sapiens), P78417; activity-based probe fluorescence polarization;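 active = inhibition above the campaign mean inhibition plus 3 SD, cut at about 35% in these data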;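 note: 0% = GSTO1-1 with DMSO and 100% = wells lacking GSTO1-1 enzyme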
Target sequence (P78417 whole entry, looked up): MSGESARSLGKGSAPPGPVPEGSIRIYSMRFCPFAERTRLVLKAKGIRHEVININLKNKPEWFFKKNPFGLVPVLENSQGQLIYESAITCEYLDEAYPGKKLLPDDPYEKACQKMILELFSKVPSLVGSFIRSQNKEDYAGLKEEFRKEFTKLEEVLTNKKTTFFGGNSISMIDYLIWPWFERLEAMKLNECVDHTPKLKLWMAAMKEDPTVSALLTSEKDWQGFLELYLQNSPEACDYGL
GLD-1 TGE inh: GLD-1/TGE RNA complex disruptors, primary screen, biochemical, fluorescence polarization | Female germline-specific tumor suppressor gld-1 (Caenorhabditis elegans), Q17339 | purified GLD-1 + fluorescein TGE RNA | inhibition, % at 5.96 µM | 0.44% of 320,000 active;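 active = percent inhibition above a per-plate cutoff, the plate mean of test compounds plus 3 SD, cut at about 30% in these data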;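 note: 0% = DMSO wells with GLD-1 and probe and 100% = wells lacking GLD-1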
PME-1 primary: PME-1 inhibitors via competitive probe labeling, primary screen, biochemical, fluorescence polarization, FP-Rh probe, HTS; 0.53% of 320,000 active; inhibition, % at 5.9 µM; Protein phosphatase methylesterase 1 (Homo sapiens), Q9Y570; recombinant PME-1;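 active = inhibition above the campaign mean of all compounds plus 3 SD, cut at about 26% in these data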;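 note: competitive labeling of PME-1 active site by serine hydrolase directed probe; 0% = PME-1 with DMSO and 100% = wells lacking PME-1 enzyme; inhibitors block probe labeling so polarization falls and inhibition rises; many of its hits are not listed in these tables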
Target sequence (Q9Y570 whole entry, looked up): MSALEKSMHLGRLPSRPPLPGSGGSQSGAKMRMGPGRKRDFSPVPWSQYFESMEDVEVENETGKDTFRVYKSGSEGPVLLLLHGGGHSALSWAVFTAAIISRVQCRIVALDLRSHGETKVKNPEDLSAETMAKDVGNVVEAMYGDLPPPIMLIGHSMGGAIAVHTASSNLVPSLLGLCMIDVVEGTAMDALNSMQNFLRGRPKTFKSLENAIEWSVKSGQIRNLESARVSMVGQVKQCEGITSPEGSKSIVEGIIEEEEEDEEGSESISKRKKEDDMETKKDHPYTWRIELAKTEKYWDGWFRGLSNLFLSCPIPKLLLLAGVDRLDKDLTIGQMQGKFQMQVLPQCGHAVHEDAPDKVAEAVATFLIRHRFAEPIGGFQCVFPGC
BCLXL inh: inhibitors of human Bcl-xL, primary screen, biochemical, fluorescence polarization, HTS | 0.7% of 320,000 active | inhibition, % at 10.9 µM | Bcl-2-like protein 1 (Homo sapiens), Q07817 | AID 2129, 2009 | GST-Bcl-xL / FITC-Bim BH3 peptide fluorescence polarization;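 active = inhibition above the mean of all tested compounds plus 3 SD, cutoff set per campaign, cut at about 30% in these data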;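 note: 0% = DMSO wells and 100% = unlabeled Bim-BH3 peptide competitor; inhibitors lower millipolarization by displacing the labeled peptide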
MCL1-BIM inh: inhibitors of MCL1 binding to BIM-BH3, primary screen, biochemical, fluorescence polarization. Induced myeloid leukemia cell differentiation protein Mcl-1 (Homo sapiens), Q07820. GST-MCL1 / FITC-Bim-BH3 fluorescence polarization. inhibition, % at 10.9 µM. 0.68% of 320,000 active;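 active = inhibition above the mean inhibition of all tested compounds plus 3 SD, set per campaign, cut at about 40% in these data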;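 note: 0% = DMSO wells and 100% = unlabeled Bim-BH3 peptide control; higher means more loss of mP so more displacement of Bim peptide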
Target sequence (Q07820 whole entry, looked up): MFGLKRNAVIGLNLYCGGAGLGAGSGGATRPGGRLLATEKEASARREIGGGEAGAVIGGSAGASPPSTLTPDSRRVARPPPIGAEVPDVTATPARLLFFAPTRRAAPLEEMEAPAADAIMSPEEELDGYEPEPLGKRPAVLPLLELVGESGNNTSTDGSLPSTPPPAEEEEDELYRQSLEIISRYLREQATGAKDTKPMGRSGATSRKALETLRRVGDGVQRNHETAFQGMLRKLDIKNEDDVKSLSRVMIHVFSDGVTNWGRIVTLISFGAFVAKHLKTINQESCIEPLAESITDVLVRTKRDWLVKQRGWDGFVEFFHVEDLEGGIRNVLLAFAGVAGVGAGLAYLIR
Fam108B counter: mouse Fam108B serine hydrolase inhibitors, primary screen, counter-screen for RBBP9 inhibitor project, biochemical, fluorescence polarization. recombinant Fam108B, FP-Rh probe fluorescence polarization. 0.33% of 300,000 active. inhibition, % at 9.51 µM;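 active = inhibition above the screen mean inhibition plus 3 SD, computed separately per campaign, cut at about 18% in these data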;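 note: inhibitors lower polarization as less probe binds the enzyme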
MEX-5 binding: MEX-5 zinc finger RNA-binding disruptors – biochemical, C. elegans, fluorescence polarization, MLPCN library, primary screen; MEX-5/FITC-TCR2 RNA binding; hits give low values; 0.38% of 300,000 active; activity score (negative = inhibition of binding), % at 10 µM; Zinc finger protein mex-5 (Caenorhabditis elegans), Q9XUB2;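 active = inhibition past about -25% in most replicates, and total fluorescence under double the plate's negative control median, limit read from the data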;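 note: 0% = DMSO and -100% = 5 µM competing unlabeled TCR2 RNA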
PAD4 inh: human PAD4 inhibitors, primary screen, biochemical, fluorescence polarization, 1536-well format | AID 485272, 2010 | recombinant PAD4, RCA probe fluorescence polarization | inhibition, % at 6.36 µM | 0.41% of 330,000 active;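 active = percent inhibition above a cutoff equal to the mean of all tested compounds plus 3 SD, cut at about 15% in these data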;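 note: 0% = PAD4 with RCA probe and DMSO and 100% = probe without PAD4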
TPT1 inhibitor: Candida albicans TPT1 enzyme inhibitors, primary screen, biochemical, fluorescence polarization. tRNA 2'-phosphotransferase TPT1 (Candida albicans SC5314). recombinant caTPT1, FP RNA substrate dephosphorylation. inhibition, % at 5 µM. 0.81% of 300,000 active;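 active = inhibition above the mean of all tested compounds plus 3 SD, set per screening campaign, cut at about 24% in these data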;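 note: plate controls were DMSO alone for no effect and ferristatin control at 100 nM for full effect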
* = called active by the depositor; nt = not tested or not shown. The list is partial; rates above refer to the full screens.

SMILES	GSTO1 counter	GLD-1 TGE inh	PME-1 primary	BCLXL inh	MCL1-BIM inh	Fam108B counter	MEX-5 binding	PAD4 inh	TPT1 inhibitor
CCc1nnc(NC(=O)C2CCC(CNc3c(N4CCCCC4)c(=O)c3=O)CC2)s1 (stereo not drawn)	-4.8	-10.3	2.6	0.4	-2.1	2.0	-0.3	-1.6	-2.0
CCn1ncc(Br)c1C(=O)Nc1ccc(C(=O)OC(C)C)cc1	-12.3	-0.4	-1.9	0.2	-1.5	-6.1	2.1	-7.3	1.9
COc1ccc(N2CCN(C3CC(=O)N(C)C3=O)CC2)cc1 (stereo not drawn)	8.0	3.0	-1.4	-1.2	1.3	0.9	2.6	-1.0	-3.8
CCn1c(/C=C/c2cc(Br)ccc2O)nc2ccccc2c1=O	-0.9	7.5	3.6	3.0	4.1	-0.2	1.4	0.9	5.6
Cc1cc(C)cc(NC(=O)CCN2CC(C)OC(C)C2)c1 (stereo not drawn)	8.7	4.9	4.9	5.0	6.7	3.8	-1.2	-5.0	-0.5
CC(NC(=O)Nc1ccc([N+](=O)[O-])cc1)C(c1ccccc1)N1CCOCC1 (stereo not drawn)	5.9	2.8	0.9	5.9	0.3	4.5	4.9	-1.1	-4.5
CC1=Nc2ccc3ccccc3c2C1(C)C	-2.3	-70.0	-4.8	-59.9	-88.7	-2.6	1.3	-4.0	84.7*
Cc1ccc(CNc2ccc(N3CCOCC3)c(Cl)c2)cc1	-5.0	6.6	1.7	8.8	7.2	-5.4	-2.0	-3.0	3.1
O=C(COc1ccc(F)cc1)Nc1nnc(-c2ccncc2)s1	-8.0	2.2	5.6	7.6	6.3	-3.5	-16.2	-2.1	-0.3
Cc1ccc(/C=N/n2c(C3CCCCC3)n[nH]c2=S)o1	5.6	-2.6	-1.3	-7.8	-5.6	1.8	2.4	0.9	-4.5
CCC/C(=N/NC(=O)c1ccc2c(c1)OCO2)c1cccs1	2.9	-8.5	2.4	0.8	0.8	-1.5	1.5	-3.6	2.4
CC1=C(C)[N+](=O)C2CCCCC2N1[O-] (stereo not drawn)	7.4	6.3	-2.7	8.3	2.8	3.5	1.1	0.3	-4.7
C[C@@H]1CCC(=O)N(CC[C@H](Sc2ccccc2)c2ccccc2)CC1	2.0	-2.2	-5.2	-1.6	-1.1	0.0	-3.4	-2.1	2.0
O=C(Nc1ccc(NC(=O)c2sc3ccccc3c2Cl)cc1)c1ccco1	-0.9	3.2	-0.5	-1.8	-1.8	-6.7	-1.4	2.3	-0.6
O=C(OCC(=O)N1CCOCC1)c1ccc(Br)cc1	-4.3	-0.3	0.8	3.0	4.6	1.6	0.2	-1.8	0.2
COc1cc(C)ccc1OCc1cc(C(=O)NCCN2CCOCC2)no1	0.5	-0.5	-8.1	6.9	0.6	-3.4	1.9	1.3	0.0
CCCNC(=O)c1ccc(Cl)cc1Cl	-0.1	4.5	0.4	-6.4	8.1	1.6	-1.9	0.6	-2.5
C[C@@H]1C[C@H]2[C@@H]3CCC4=CC(=O)C=C[C@]4(C)[C@@]3(F)[C@@H](O)C[C@]2(C)[C@H]1C(=O)CO	-2.3	2.2	-13.5	4.1	6.3	1.2	1.8	5.8	-1.9
CCN(Cc1ccncc1)C(=S)NCc1ccccc1	0.9	0.1	-2.7	-0.9	3.4	-0.2	0.3	2.9	2.3
CCCCNC(=O)Nc1nnc(C(C)(C)C)s1	2.2	1.3	-1.0	3.2	4.2	2.3	-1.4	-1.3	-1.0
O=C(Nc1ccc(Cl)c(Cl)c1)Oc1ccc(NC(=O)c2ccco2)cc1	-3.9	-5.0	-52.1	2.6	2.3	-39.6	1.1	-0.8	-2.5
COc1ccccc1NC(=O)CSc1nnc(NC(=O)C2CCC2)s1	-3.0	-9.7	2.5	-11.4	-18.3	-3.9	0.2	-4.4	1.0
Cc1nnc(SCc2ccc(Cl)cc2)nc1/C=C/N(C)C	-8.0	-7.2	3.8	2.1	6.1	-3.7	1.1	-6.0	6.4
COc1ccccc1-n1ccn(CC(=O)Nc2ccc(C)cc2Cl)c(=O)c1=O	3.4	4.0	6.2	0.6	-0.7	-5.2	-0.2	-0.7	-0.5
S=C(Nc1cccc(Cl)c1)Nc1ccc2cn[nH]c2c1	2.6	8.9	4.9	8.6	14.9	-2.4	-1.2	-4.3	-1.2
Cc1cccc2c1N(C)C(=O)C2=O	-6.1	3.5	-1.9	-2.5	1.2	0.3	0.9	-0.2	-2.2
CCOc1ccccc1N1CCN(CC(O)COC2CCCc3ccccc32)CC1 (stereo not drawn)	3.5	-3.0	4.3	6.9	18.4	-3.8	3.8	-2.4	-1.8
FC(F)(F)c1nc(NCc2cccnc2)c2ccccc2n1	-3.1	1.8	-3.4	-0.1	2.7	3.5	-1.6	-3.9	2.4
CCNc1cc2n(c(=O)n1)CCc1cc(OC)c(OC)cc1-2	-0.9	3.2	5.9	7.2	8.3	4.7	1.3	0.9	3.4
O=C(Nc1ccc(F)cc1F)C1CCCN1S(=O)(=O)c1ccc(-c2ccc(=O)[nH]n2)s1 (stereo not drawn)	-11.0	0.8	-7.8	1.1	-3.1	-5.2	0.4	-0.5	1.3
Clc1ccc(CNc2ccc3nnc(-c4ccccc4)n3n2)cc1	-1.8	4.2	-7.7	2.0	-12.2	0.6	8.2	3.3	0.0
CCOC(=O)N1CCN(C(=O)CCN2C(=O)/C(=C\c3ccccc3OC)SC2=S)CC1	1.1	-2.4	-1.6	1.0	-3.6	-3.2	0.6	-3.1	1.7
COCCn1c(=O)c2c(nc3n2CCCN3CCc2ccccc2)n(C)c1=O	2.0	6.8	4.5	0.3	-2.9	3.7	-2.5	0.3	-0.1
COc1cc2c(C(=O)N(C)c3cc(Cl)ccc3OC)cn(C)c(=O)c2cc1OC	-5.3	-1.6	-2.2	-1.6	4.2	-2.0	0.2	1.1	0.7
c1ccc(-c2onc3cc4c(cc23)OCCO4)cc1	7.5	-6.5	1.4	-5.9	-4.3	-6.7	-1.1	3.1	0.4
COCCCNC(=O)c1ccc(CNS(=O)(=O)c2ccc(NC(C)=O)cc2)cc1	7.4	4.5	-11.1	1.4	-2.2	-2.3	nt	-4.5	5.6
O=C(Nc1ccccc1)c1cn2ccccc2n1	13.7	2.6	-10.2	-5.7	-1.1	2.0	-3.5	-1.0	0.5
Cc1ccc(C)c(NC(=S)NC(NC(=O)OCc2ccccc2)C(Cl)(Cl)Cl)c1 (stereo not drawn)	-3.7	-0.9	-10.2	4.2	7.2	1.2	0.5	-1.7	1.8
O=C(COC(=O)c1ccc(O)cc1O)NC(=O)NCc1ccccc1	nt	-6.8	-1.9	7.3	4.3	nt	nt	2.8	nt
O=C(NCCN1CCOCC1)c1ccc2c(c1)N(Cc1ccc(Cl)cc1)C(=O)CS2	-4.7	2.9	-0.4	1.6	4.5	2.0	0.0	3.4	-5.0

Some of the entries above in another layout.
COCCn1c(=O)c2c(nc3n2CCCN3CCc2ccccc2)n(C)c1=O
  GSTO1 counter = 2.0	GLD-1 TGE inh = 6.8	PME-1 primary = 4.5	BCLXL inh = 0.3	MCL1-BIM inh = -2.9	Fam108B counter = 3.7	MEX-5 binding = -2.5	PAD4 inh = 0.3	TPT1 inhibitor = -0.1
COc1cc2c(C(=O)N(C)c3cc(Cl)ccc3OC)cn(C)c(=O)c2cc1OC
  GSTO1 counter = -5.3	GLD-1 TGE inh = -1.6	PME-1 primary = -2.2	BCLXL inh = -1.6	MCL1-BIM inh = 4.2	Fam108B counter = -2.0	MEX-5 binding = 0.2	PAD4 inh = 1.1	TPT1 inhibitor = 0.7
c1ccc(-c2onc3cc4c(cc23)OCCO4)cc1
  GSTO1 counter = 7.5	GLD-1 TGE inh = -6.5	PME-1 primary = 1.4	BCLXL inh = -5.9	MCL1-BIM inh = -4.3	Fam108B counter = -6.7	MEX-5 binding = -1.1	PAD4 inh = 3.1	TPT1 inhibitor = 0.4
COCCCNC(=O)c1ccc(CNS(=O)(=O)c2ccc(NC(C)=O)cc2)cc1
  GSTO1 counter = 7.4	GLD-1 TGE inh = 4.5	PME-1 primary = -11.1	BCLXL inh = 1.4	MCL1-BIM inh = -2.2	Fam108B counter = -2.3	MEX-5 binding = nt	PAD4 inh = -4.5	TPT1 inhibitor = 5.6

Later entries:
SMILES	GSTO1 counter	GLD-1 TGE inh	PME-1 primary	BCLXL inh	MCL1-BIM inh	Fam108B counter	MEX-5 binding	PAD4 inh	TPT1 inhibitor
COC(=O)c1ccccc1N(Cc1ccccc1)S(C)(=O)=O	0.2	4.8	2.2	5.1	2.6	0.6	1.9	-7.3	2.4
CCOC(=O)COc1c(OC)cc(Cl)cc1C1Nc2ccccc2C(=O)N1c1ccccc1 (stereo not drawn)	-6.8	0.4	-5.4	6.3	-4.0	-4.9	-0.4	-3.6	0.1
O=C(CCCN1C(=O)/C(=C\c2cccs2)SC1=S)Nc1ccccn1	3.1	3.6	5.5	2.1	7.3	-2.5	-2.8	-0.1	2.4
CCCC1=C(C(=O)OCC)C(c2cccnc2)n2nc(C)nc2N1 (stereo not drawn)	1.4	7.7	-4.6	-3.2	-3.0	2.3	3.2	1.2	-0.2
Cc1c(C(=O)N2CCCCCC2)c(S(=O)(=O)Nc2cccc(F)c2)c(C)n1C	-2.3	3.1	-3.6	3.2	-6.3	1.9	2.5	-0.4	-3.9
CC(=O)Oc1ccc(C(=O)Nc2cccc3c2CCCC3)cc1	0.5	5.5	-0.7	2.3	-6.0	3.4	-2.4	-1.3	-0.3
CCOc1c(Br)cc(/C=C(\C#N)C(=O)NC2CC2)cc1OC	-3.2	-11.6	4.6	3.7	11.2	8.8	-0.2	-0.8	-2.9
C/C(=N\NC(N)=S)c1ccc2c(c1)OCCO2	-5.4	0.2	-0.5	-1.9	2.7	4.2	0.1	-5.6	-0.4
O=C(CSc1nc(=O)n(CCN2CCOCC2)c2c1CCCC2)Nc1ccc([N+](=O)[O-])cc1	6.5	-1.6	-2.3	1.6	-2.3	1.8	-1.1	1.7	0.8
Nc1c(S(=O)(=O)c2cccs2)c2nc3ccccc3nc2n1Cc1ccc2c(c1)OCO2	-17.2	1.9	-43.7	6.1	1.7	-22.6	-2.6	-2.8	1.6
CNc1nc(Nc2ccc(C)c(Cl)c2)c2cnn(C)c2n1	-6.8	-4.6	12.7	7.4	-3.5	15.6	1.7	-4.0	-0.3
Cc1ccc(S(=O)(=O)N2CCCNCC2)cc1	15.2	-2.3	1.3	2.7	1.7	4.7	-1.8	-2.3	-5.8
